High-throughput results from PubChem BioAssay.
ERK EGF inh: EGF-driven ERK pathway inhibition. 130,000 compounds, 0.41% hits. HEK293-V1b, EGF-stimulated phospho-ERK AlphaScreen. Potency, µM (highest dose often 11.5 µM), inactives show at the top dose activity change, negative = inhibition, hits mostly inhibitors; active = well fitted inhibition curve with a large enough effect; inconclusive = small, poorly fitted or top-dose-only effect, or effect the other way;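 also: plate controls were stimulated vehicle wells for no effect and unstimulated vehicle basal for full effect; nearly all actives have a fitted effect of over 55% in size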
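Homogeneous cell-based phospho-ERK assay: HEK293/V1b cells in 1% FBS, compound 30 min then EGF 5 min, AlphaScreen luminescence. Activity normalized between DMSO and 25 nM EGF controls; AC50 from Hill modelling.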
* = called active by the depositor; u = inconclusive; [ ] = dose if it differs, or a comment. Potency is read from the fitted curve at half-maximal effect. The list is partial (hit frequency here may not be typical).

Sample of the layout (3 entries):
SMILES	ERK EGF inh
Fc1ccc(C2N(c3ccccc3)C(=S)N3CCCN23)cc1 (stereo unspecified)	-1%[57.5 µM]
CCOC(=O)N1CCN(CC(=O)N2CCC(C(N)=O)CC2)CC1	-2%
COc1cc(/C=C/CN2CCN(Cc3ccc(C)o3)C(CCO)C2)ccc1O (stereo unspecified)	0%

Results (from the top)
SMILES	ERK EGF inh
Fc1ccc(C2N(c3ccccc3)C(=S)N3CCCN23)cc1 (stereo unspecified)	-1%[57.5 µM]
CCOC(=O)N1CCN(CC(=O)N2CCC(C(N)=O)CC2)CC1	-2%
COc1cc(/C=C/CN2CCN(Cc3ccc(C)o3)C(CCO)C2)ccc1O (stereo unspecified)	0%
COc1cc(/C=N/NC(=O)c2ccc(CSc3nncn3C)cc2)cc(OC)c1O	7%
COc1ccc(N/C=C2\C(=O)CCc3c2oc2cc(Cl)c(O)c(Cl)c32)cc1	7%[57.5 µM]
O=C(OCc1nnc(-c2ccc(Cl)cc2)o1)C12CC3CC(CC(O)(C3)C1)C2	4%
CCN(Cc1ccc(OC)c(F)c1)C(=O)CCl	-3%[57.5 µM]
CCCCN(C(=O)CSc1nnc(-c2ccco2)o1)c1c(N)n(Cc2ccccc2)c(=O)[nH]c1=O	1%[57.5 µM]
N[C@@H](C(=O)O)c1ccc(P(=O)(O)O)cc1	-10%
Cc1ccc(NC(=O)CCNS(=O)(=O)c2ccccc2)c(C(=O)c2ccccc2)c1	3%
Cc1ccc(S(=O)(=O)N2CC(O)C[C@H]2C(=O)OCC(=O)c2ccccc2)cc1 (stereo partly specified)	-6%
Cn1nccc1C(=O)N1CCN(c2ccc(F)cc2)CC1	7%
COc1ccc(/C=C/C(=O)C2CC2)cc1COc1c(C)cccc1C	10%
CCOC(=O)C1CCCN(c2c(C(=O)c3ccccc3)cnc3ccc(OC)cc23)C1 (stereo unspecified)	2%
CCOc1ccc(-c2c(C#N)c(N)nc3sc(C(=O)c4ccccc4)c(N)c23)cc1	-7%[57.5 µM]
CCCCNc1ccc(S(=O)(=O)c2cccc([N+](=O)[O-])c2)cc1[N+](=O)[O-]	u
Cc1ccc(S(=O)(=O)Nc2ccc(C(N)=O)cc2)cc1[N+](=O)[O-]	-2%
O=C(CN1CCCC1)N1CCCc2ccccc21	-11%
COc1ccc(/C=C/C(=O)Nc2ccccc2C(=O)O)cc1	-15%
O=C(O)CCSC(=S)N1CCOCC1	-6%[57.5 µM]
COc1ccc(/C=C/C(=O)OCC(=O)NCCC2=CCCCC2)cc1OC	3%
C/C(CCC(=O)O)=N/Nc1ccc([N+](=O)[O-])cc1[N+](=O)[O-]	4%
Cc1cc(NS(=O)(=O)c2ccc(NC(=S)Nc3ccc(Cl)cc3C)cc2)no1	-11%[57.5 µM]
CC(C)(C)NC(=O)CSc1ccc(C(C)(C)C)cc1	17%
CCOC(=O)c1cnc(SC)nc1Oc1cccc(NS(=O)(=O)c2ccc(Cl)cc2)c1	u

In the list so far, four have a COOH group:
SMILES	ERK EGF inh
N[C@@H](C(=O)O)c1ccc(P(=O)(O)O)cc1	-10%
COc1ccc(/C=C/C(=O)Nc2ccccc2C(=O)O)cc1	-15%
O=C(O)CCSC(=S)N1CCOCC1	-6%[57.5 µM]
C/C(CCC(=O)O)=N/Nc1ccc([N+](=O)[O-])cc1[N+](=O)[O-]	4%

A run of entries from further up:
SMILES	ERK EGF inh
Fc1ccc(C2N(c3ccccc3)C(=S)N3CCCN23)cc1 (stereo unspecified)	-1%[57.5 µM]
CCOC(=O)N1CCN(CC(=O)N2CCC(C(N)=O)CC2)CC1	-2%
COc1cc(/C=C/CN2CCN(Cc3ccc(C)o3)C(CCO)C2)ccc1O (stereo unspecified)	0%
COc1cc(/C=N/NC(=O)c2ccc(CSc3nncn3C)cc2)cc(OC)c1O	7%
COc1ccc(N/C=C2\C(=O)CCc3c2oc2cc(Cl)c(O)c(Cl)c32)cc1	7%[57.5 µM]
O=C(OCc1nnc(-c2ccc(Cl)cc2)o1)C12CC3CC(CC(O)(C3)C1)C2	4%

More entries:
SMILES	ERK EGF inh
CC(=O)n1cc(Nc2ccc([N+](=O)[O-])cc2)c2ccccc21	4%
Cc1occc1C(=O)NNC(=S)NCc1ccccc1	-1%
CCOC(=O)C(=Cc1ccc(-n2ccnc2)cc1)C(=O)OCC	3%
O=C(Nc1cccc(C(F)(F)F)c1)C1CCCO1 (stereo unspecified)	-4%
CC1=C(CCN2CCN(C(C)C)C(CCO)C2)C(C)(C)CCC1 (stereo unspecified)	-8%
CC(C)Cc1nc2oc3c(NCC(C)O)ncnc3c2c2c1CCCC2 (stereo unspecified)	-10%[57.5 µM]
NC(=O)c1ccccc1N/C=C1\CCCCC1=O	-1%
Cc1ccccc1C(=O)Nc1ccc(N2CCCC2)cc1	0%
O=C(CCc1nnc(CCCCc2ccccc2)o1)NCCCc1cccnc1	6%
COc1ccc(-n2c(N)c(C(=O)NCc3ccco3)c3nc4ccccc4nc32)cc1OC	9%
CC[N+](CC)(CC)CCOc1cccc(OCC[N+](CC)(CC)CC)c1OCC[N+](CC)(CC)CC	16%
Nc1ccn(Cc2cccc(Cl)c2)n1	-11%
Cc1ccc(CNC(=O)C2CC(=O)OC23CCCC3)c(C)c1 (stereo unspecified)	-7%
CCCCCSc1nc2c(c(=O)[nH]c(=O)n2C)n1C(C)C	-2%
CC1(C)Cc2c(ccc3ccccc23)C2=C(C(=O)N3CCCC3)C(=O)C(=O)N21	7%
O=[N+]([O-])c1ccc2[nH]ncc2c1	3%
CCOC(=O)/C(=N\Nc1ccccc1Cl)N(C)C1CCCCC1	3%
CCOC(=O)Cn1nc(C)c(NC(=O)COc2ccccc2)c1C	8%
C/C(=N\NC(=O)COc1ccccc1)c1ccc(O)cc1	-11%
COc1ccc(OC)c(S(=O)(=O)N2CCCCC2C(=O)N2CCN(c3ccccn3)CC2)c1 (stereo unspecified)	-1%
CCC(=O)N/N=C(\C)CC(=O)Nc1cccc([N+](=O)[O-])c1	-7%
C1CCc2nnc(C3CC3)n2CC1	1%
CCOC(=O)C(=O)c1c(-c2ccccc2)nc2ccccn12	-4%
CC(C)CNc1oc(-c2ccccc2Cl)nc1C#N	15%
CC(C)NC(=O)CN1C(=O)c2ccccc2S1(=O)=O	-6%
SMILES	ERK EGF inh
O=C(Cc1ccccc1[N+](=O)[O-])NCc1ccc(Cl)cc1	3%
COc1ccc(CN=C(NS(=O)(=O)c2cccs2)SC)cc1	1%
FC(F)(F)c1cccc(NC(=S)N2CCCCCC2)c1	1%
O=C(CCc1ccc(S(=O)(=O)NCc2ccccc2)cc1)NCc1ccco1	-7%
CN1CCN(c2ccc(NC(=O)c3ccc(C(F)(F)F)cc3)cn2)CC1	1%
COC(=O)[C@@]1(Cc2ccc(F)cc2)[C@H]2c3cc(C(=O)N(C)C)n(Cc4ccc(O)c(OC)c4)c3C[C@H]2CN1C(=O)c1ccccc1	4%
O=C(Nc1nc2ccccc2c2nc3ccccc3n12)c1ccc(F)cc1	-2%
O=C(O)C1(c2ccccc2)CCN(S(=O)(=O)c2ccc(Cl)s2)CC1	2%[57.5 µM]
O=C(CSc1ccc2c(c1)OCCO2)NCc1ccccc1	-6%
C=CCn1c(SCc2ccc(C(=O)OC)cc2)nnc1-c1sc(N)nc1C	10%
CCN(CC)S(=O)(=O)c1ccc2c(c1)c(=O)c(C(=O)N1CCN(c3ccccc3)CC1)cn2C	8%
Cc1ccccc1NC(=O)Cn1nnc(-c2ccc(CN3CCC(C)CC3)cc2)n1	10%[57.5 µM]
C=CCn1c(=O)c2ccc(C(=O)NCc3ccccc3)cc2n(Cc2ccccc2Cl)c1=O	-1%
Cc1cc(C)cc(NC(=O)C(Sc2nnc(C)c(=O)[nH]2)c2ccccc2)c1 (stereo unspecified)	-2%[57.5 µM]
C/C(=N\NC(=O)CCc1ccccc1)C1C(=O)c2ccccc2C1=O	1%
CC(C)N(C(=O)CSc1nnc(NC(=O)c2ccco2)s1)C(C)C	-4%
COc1ccccc1NS(=O)(=O)c1cccc(NC(=S)NCCN2CCOCC2)c1	12%
COCCN(C(=O)CSc1nc2ccccc2c(=O)n1C(C)COC)c1c(N)n(Cc2ccccc2)c(=O)[nH]c1=O (stereo unspecified)	15%
CCCn1c(=O)c(C(=O)Nc2ncccc2C)c(O)c2ccccc21	-8%
CCc1cc2c(=O)c(-c3cnn(-c4ccccc4)c3)c(C)oc2cc1OCC(=O)Nc1cccc(C)c1	7%
CCN1CCN(c2ccc(NC(=O)c3ccc([N+](=O)[O-])o3)cc2Cl)CC1	-2%
CCOC(=O)Cn1nc(-c2ccccc2)c2cnc3ccc(C)cc3c21	4%
Cc1nc2c(ncn2-c2ccccc2)c(=O)n1NC(=O)CN1CCN(C)CC1	24%[57.5 µM]
CCCCCCCCCCCCCCSCC(=O)O	23%
COc1ccc(C(=O)Nc2ccc(C3CC3(Cl)Cl)cc2)cc1 (stereo unspecified)	-10%
SMILES	ERK EGF inh
COc1cccc2c(=O)cc(C)n(CC(=O)Nc3ccc(Br)cc3)c12	-4%[57.5 µM]
CCCn1c(-c2ccc(F)cc2)nc2c(N3CCN(CCC(=O)OCC)CC3)nc(C)nc21	-2%
COc1ccc(/C=C/C(=O)OC2CCCCC2CN(C)C)cc1 (stereo unspecified)	-12%[57.5 µM]
COc1ccc(OCC(O)CNC(=O)c2sccc2Cl)cc1 (stereo unspecified)	1%[57.5 µM]
CSc1nc2sc3c(c2c(=O)[nH]1)CCC3	9%
O=C(O)c1cccc(N/N=C/c2cc(Br)cc(Br)c2O)c1	-3%
CCCCNc1c([N+](=O)[O-])ncn1C	2%[57.5 µM]
COc1ccc(Br)cc1CSC(=N)N	-15%
CCOC(=O)N1CCN(C(=O)CSc2ncnc3ccccc23)CC1	10%
Cc1ccc2oc(=O)c3cc(C(=O)Nc4cc(-c5cccc(F)c5)no4)sc3c2c1	7%
CC(C)[C@H](NC(=O)CCCn1nnc2ccccc2c1=O)C(=O)O	-7%[57.5 µM]
CC(=O)NNC(=O)c1[nH]c2ccc(Cl)cc2c1-c1ccccc1	2%[57.5 µM]
O=C(CN1C(=O)/C(=C2\SC(=S)N(C3CCS(=O)(=O)C3)C2=O)c2ccccc21)Nc1ccccc1 (stereo unspecified)	8%
O=C(NCCc1ccccc1)c1oc2ccccc2c1COc1ccccc1	4%
CC(C)(C)NC(=O)N1CCN(c2ncccc2C(F)(F)F)CC1	2%[57.5 µM]
Cc1ccc(NC(=O)CC(=O)Nc2ccc(C)cc2)cc1	7%
Clc1cccc(-c2ccc(CNCCCN3CCOCC3)o2)c1	-2%
COc1cc(/C=N/NC(=S)NCCN2CCOCC2)cc(OC)c1OC	-8%
N#CC1=C(N)Oc2[nH]c(=S)[nH]c(=O)c2C12C(=O)Nc1ccccc12 (stereo unspecified)	-7%
Cc1cc(C(=O)NNc2c(Cl)cccc2Cl)no1	-8%[57.5 µM]
CCOC(=O)/C(N=Nc1ccc2c(c1)OCO2)=C(\C)O	-6%
COc1ccc(-c2ccc(C)cc2)cc1[C@H]1[C@H]2C=CC[C@@H](C)[C@@H]2C(=O)N1Cc1ccccc1	-6%[57.5 µM]
O=C1Nc2c(ccc(Cl)c2Cl)C(=O)C1(F)c1ccccc1 (stereo unspecified)	10%[57.5 µM]
O=C1CCC(C(=O)Nc2ccccc2N2CCOCC2)=NN1	-4%[57.5 µM]
CC1=CC(C)[C@H](/C=N/n2c(=O)[nH]c3c([nH]c4ccc(Br)cc43)c2=O)C(C)C1 (stereo partly specified)	4%
SMILES	ERK EGF inh
Cc1cccc(NC(=O)c2cc(-c3ccc(C)s3)nc3ccccc23)n1	4%
O=C(c1cccc(S(=O)(=O)Nc2cccc(C(F)(F)F)c2)c1)N1CCOCC1	-5%[57.5 µM]
C=CCNC(=S)N1CC2(C)CN(C(=S)NCC=C)CC(C)(C1)C2=O	3%[57.5 µM]
CC1=C(C#N)C(c2ccccc2O)C(C#N)=C(C)N1	4%
CCOC(=O)C(O)(CC(=O)c1ccc(OC)cc1)C(F)(F)F (stereo unspecified)	35%
CC(C)CNC(=O)Nc1ccccc1F	-8%
O=C(C1CCCCN1S(=O)(=O)c1ccccc1[N+](=O)[O-])N1CCOCC1 (stereo unspecified)	-1%
Cc1ccc(C(=O)N2CCC(C)CC2)cc1C	3%
CCCCc1c(O)nc2sccn2c1=O	-10%
COc1cc2c(cc1NC(=O)COC(=O)C(CCSC)NC(=O)c1ccccc1Cl)oc1ccccc12 (stereo unspecified)	3%
Cc1ccc2oc(=S)n(C)c2c1	-2%
Cc1cc(C)cc(NC(=O)CCn2cnc3cc(C)c(C)cc32)c1	-4%
CC(c1ccccc1)n1cc(C(=O)NCC2CCCO2)nn1 (stereo unspecified)	3%
Cc1cccc(OCC(=O)Nc2ccc(N3CCN(C(=O)c4ccco4)CC3)cc2)c1C	6%
CC1(c2nnc(-c3ccc(F)cc3)o2)CC(c2ccc(F)cc2)=NO1 (stereo unspecified)	1%[57.5 µM]
CCN1CCN(c2nc(Nc3ccccc3)nc(N)c2[N+](=O)[O-])CC1	0%
COc1cc2c(cc1OC)[C@H](C)N(CC1C(=O)O[C@@H]3C[C@@]4(C)CCC[C@H](C)[C@@]45OC5[C@H]13)CC2 (stereo partly specified)	-6%
Cc1occc1C(=O)NNC(=O)Nc1ccc(Cl)c(Cl)c1	3%
Cc1cccc(NC(=O)c2nc[nH]c2C(=O)N[C@@H](Cc2ccccc2)C(=O)OC(C)(C)C)c1	-26%[57.5 µM]
CCOCCCNC(=O)C(c1ccc(OC)cc1)N(Cc1ccc2c(c1)OCO2)C(=O)c1ccccc1O (stereo unspecified)	-3%[57.5 µM]
CCNC(=S)N1CCNC(=O)C1CC(=O)OC (stereo unspecified)	3%
C=CCn1c(CCn2c3ccccc3c3ccccc32)n[nH]c1=S	2%
CCCOc1ccc(N2CC(C(=O)Nc3ccc4c(c3)OCO4)CC2=O)cc1 (stereo unspecified)	0%
